# High-throughput results: PubChem, The Scripps Research Institute Molecular Screening Center
# CHRM5 PAM = human M5 muscarinic receptor positive allosteric modulators, primary screen, CHO-K1 cells, Fluo-8 calcium fluorescence | Muscarinic acetylcholine receptor M5 (Homo sapiens), P08912 | activation, % at 3 µM | CHO-K1 hM5, ACh EC20 PAM; 0% = ACh EC20, 100% = ACh EC100 | 0.3% of 360,000 active;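 active = activation above the run cutoff, the mean activation of all test compounds plus 3 SD, cut at about 18% in these data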
# Target sequence (P08912 whole entry, looked up): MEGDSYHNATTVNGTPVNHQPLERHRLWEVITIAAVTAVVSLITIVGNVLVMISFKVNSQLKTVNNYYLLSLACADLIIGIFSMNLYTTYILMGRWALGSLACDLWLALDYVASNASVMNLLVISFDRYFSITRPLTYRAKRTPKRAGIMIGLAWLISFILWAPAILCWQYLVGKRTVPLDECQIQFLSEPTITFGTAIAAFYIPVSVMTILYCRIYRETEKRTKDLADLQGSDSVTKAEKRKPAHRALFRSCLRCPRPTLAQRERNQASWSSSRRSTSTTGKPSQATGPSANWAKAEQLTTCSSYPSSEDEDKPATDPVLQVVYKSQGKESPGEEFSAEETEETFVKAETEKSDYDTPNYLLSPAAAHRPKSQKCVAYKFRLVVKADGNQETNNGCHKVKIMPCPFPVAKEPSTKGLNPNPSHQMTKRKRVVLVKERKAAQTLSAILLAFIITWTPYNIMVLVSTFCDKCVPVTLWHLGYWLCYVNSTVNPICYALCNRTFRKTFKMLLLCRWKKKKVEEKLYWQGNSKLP
#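 System: CHO-K1 hM5 cells. Reagent: acetylcholine, EC20 level. Compound dosing: single dose, 3 µM nominal final test concentration. Timing: Post-acetylcholine fluorescence recording 140 s. Detection: Fluo-8 calcium fluorescence. Read-out: % activation, ACh-normalized. Benchmarks: ACh EC20 and EC100 wells. Repeats: singlicate, one well per test compound.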
# CHRM4 agonist = human M4 muscarinic receptor agonists, primary screen, CHO-K1 cells, Fluo-8 calcium fluorescence; CHO-K1 hM4/Gqi5; vehicle 0%, full acetylcholine response 100%; activation, % at 3 µM; 0.14% of 360,000 active;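 active = activation above the run mean over all test wells plus 3 SD, cut at about 32% in these data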;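 also: peak over basal fluorescence ratio per well then scaled between controls; 0% = DMSO wells and 100% = acetylcholine at EC100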
# Target sequence (P08173 whole entry, looked up): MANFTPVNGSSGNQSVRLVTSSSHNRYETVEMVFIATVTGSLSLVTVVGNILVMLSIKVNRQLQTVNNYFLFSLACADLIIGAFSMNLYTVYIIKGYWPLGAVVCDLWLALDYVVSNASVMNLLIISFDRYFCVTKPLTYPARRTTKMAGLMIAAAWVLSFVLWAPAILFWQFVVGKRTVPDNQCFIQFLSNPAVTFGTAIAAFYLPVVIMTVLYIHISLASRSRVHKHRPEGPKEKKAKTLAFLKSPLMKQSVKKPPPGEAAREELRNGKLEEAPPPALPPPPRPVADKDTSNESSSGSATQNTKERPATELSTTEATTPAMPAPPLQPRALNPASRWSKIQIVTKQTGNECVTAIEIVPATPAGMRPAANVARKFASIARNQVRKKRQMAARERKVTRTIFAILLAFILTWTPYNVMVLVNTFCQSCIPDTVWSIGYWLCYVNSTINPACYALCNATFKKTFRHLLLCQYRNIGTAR
# CHRM4 antagonist = human M4 muscarinic receptor antagonists, primary screen, CHO cells, Fluo-8 calcium fluorescence. Muscarinic acetylcholine receptor M4 (Homo sapiens), P08173. 0.73% of 360,000 active. inhibition, % at 3 µM. CHO-hM4 cells, ACh EC80. AID 624125, 2012;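 active = inhibition above its plate's cutoff, the mean inhibition of sample wells plus 3 SD, cut at about 27% in these data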;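 also: 0% = acetylcholine EC80 with DMSO and 100% = DMSO without agonist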
# CHO-K1 Ca antag = M1 antagonist counterscreen hit in parental CHO-K1 cells; ATP-induced calcium, Fluo-8 fluorescence; inhibition, % at 3 µM; 0.6% of 360,000 active; AID 602250;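 active = inhibition above a per-plate cutoff, the plate's mean sample inhibition plus 3 SD, cut at about 24% in these data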;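 also: 0% = DMSO plus EC80 ATP and 100% = DMSO alone without ATP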
# CHRM5 antagonist = human M5 muscarinic receptor antagonists, primary screen, CHO cells, Fluo-8 calcium fluorescence | CHO-hM5 cells, ACh EC80 | inhibition, % at 3 µM | AID 624040, 2012 | 0.59% of 360,000 active;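 active = inhibition above a per-plate cutoff, the mean of that plate's test compounds plus 3 SD, cut at about 27% in these data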;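 also: 0% = acetylcholine EC80 with DMSO and 100% = DMSO without agonist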
# M1 ag parental = counter-screen for M1 agonists: effect in parental CHO-K1 cells | 0.48% of 360,000 active | Fluo-8 calcium fluorescence; scaled to maximal ATP response, vehicle zero | AID 602248, 2012 | activation, % at 3 µM; in the data active = activation above about 15%;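 also: untransfected CHO-K1 host cells lacking M1 receptor as counterscreen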
# CHRM5 agonist = human M5 muscarinic receptor agonists, primary screen, CHO-K1 cells, Fluo-8 calcium fluorescence; activation, % at 3 µM; 0.19% of 360,000 active; CHO-K1 hM5 cells; 0% DMSO wells, 100% maximal acetylcholine response; Muscarinic acetylcholine receptor M5 (Homo sapiens), P08912;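 active = activation above the run's mean over test compounds plus 3 SD, cut at about 23% in these data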;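 also: signal is peak over basal fluorescence ratio across the kinetic read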
# CHRM4 PAM = human M4 muscarinic receptor positive allosteric modulators, primary screen, CHO-K1 cells, Fluo-8 calcium fluorescence; Muscarinic acetylcholine receptor M4 (Homo sapiens), P08173; CHO-K1 hM4/Gqi5, ACh EC20; 0% = ACh EC20, 100% = maximal ACh; activation, % at 3 µM; 0.4% of 360,000 active;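 active = activation above its plate's cutoff, the mean activation of sample wells plus 3 SD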; also: some results filed as inactive read as strong as hits
# CHO-K1 Ca PAM = nonselective calcium activators in parental CHO-K1 cells, primary screen, counter-screen for M1 PAM project, cell-based, Fluo-8 calcium fluorescence, full deck, 1536-well | ATP EC20; 0% at ATP EC20, 100% at ATP max | activation, % at 3 µM | 0.02% of 360,000 active | AID 602247, 2012;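 active = activation above the run cutoff, the mean activation of all test compounds plus 3 SD, cut at about 40% in these data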;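 also: peak over basal fluorescence ratio in a 140 s read after ATP addition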
# * hit, by the source's call.
Structure	CHRM5 PAM	CHRM4 agonist	CHRM4 antagonist	CHO-K1 Ca antag	CHRM5 antagonist	M1 ag parental	CHRM5 agonist	CHRM4 PAM	CHO-K1 Ca PAM
CC(C)CCC1CC(CSC(=N)N)OC1=O (stereo unspecified)	21*	0	0	-3	-2	-0.2	-17	2	10
O=C(NCCN1C(=O)S/C(=C\c2ccc(Cl)cc2Cl)C1=O)C1=COCCO1	0	3	3	-1	3	7.4	-4	-1	7
CCOc1ccc(/C(O)=C2\C(=O)C(=O)N(CCN(C)C)C2c2cc(OC)ccc2OC)cc1Cl (stereo unspecified)	0	0	-6	7	0	-0.1	2	4	-5
C[C@H]1CN[C@@H](CCO)/C1=C\c1ccccc1	-5	0	-12	-13	-3	0.5	0	13	13
CCOc1ccc(NC(=O)CN2C(=O)NC(CCSC)C2=O)cc1 (stereo unspecified)	12	1	-3	-10	-3	0.2	0	5	12
CCOC(=O)c1sc(N(Cc2ccccc2)C(=O)CCl)nc1C	12	0	-1	-20	4	-0.2	-3	-1	24
O=C(Nc1cccc(-c2ccc(F)cc2)c1)C1CCCN(C(=O)c2cscn2)C1 (stereo unspecified)	-2	3	-10	-16	3	2.6	0	-3	2
Cc1onc(-c2ccccc2)c1C(=O)N1CCN(c2ccc([N+](=O)[O-])cc2)CC1	-7	1	-2	-3	11	1.6	0	4	7
C=C1C(=O)C=C2CN(C(=O)c3ccccc3)[C@@](Cc3ccc(F)cc3)(C(=O)OC)[C@@H]12	-41	143*	96*	83*	93*	75*	81*	-18	-16
CCc1ccc(C(CC(=O)c2ccc(Cl)cc2)C(=O)O)cc1 (stereo unspecified)	-7	0	3	-2	4	0.2	-1	-3	6
COC(=O)c1ccc(N2CCN(CC(=O)c3ccc(-c4ccccc4)cc3)CC2)c([N+](=O)[O-])c1	3	2	-1	-8	-2	-0.1	2	6	19
CCOc1ccc(N2C(=O)CC(n3nc(C)cc3C)C2=O)cc1 (stereo unspecified)	5	2	6	-12	2	0.6	-1	-3	15
CCOC(=O)c1cnc2c(OC)cccc2c1N1CCN(c2ccccn2)CC1	-10	9	-5	5	16	5.8	0	-7	3
COc1ccc(/C=N/NC(=O)CN2CCCc3ccccc32)c(OC)c1	2	1	-5	-10	0	1.7	-8	2	18
OC(COc1ccc(OCC(O)CN2CCCCC2)cc1)CN1CCCCC1 (stereo unspecified)	-6	0	-6	-7	-5	0.8	-2	-1	11

# Only CHRM5 antagonist, for some of the entries so far:
mol,CHRM5 antagonist
CCOc1ccc(NC(=O)CN2C(=O)NC(CCSC)C2=O)cc1 (stereo unspecified),-3
CCc1ccc(C(CC(=O)c2ccc(Cl)cc2)C(=O)O)cc1 (stereo unspecified),4

# Additional results follow:
Structure	CHRM5 PAM	CHRM4 agonist	CHRM4 antagonist	CHO-K1 Ca antag	CHRM5 antagonist	M1 ag parental	CHRM5 agonist	CHRM4 PAM	CHO-K1 Ca PAM
CCOC(=O)c1c(C)nc2sc3c(=O)n(-c4ccc(C(C)=O)cc4)cnc3c2c1-c1ccc(OC)cc1	4	1	-1	-9	-6	0.5	3	13	11
O=C(N/N=C/c1ccco1)c1ccccn1	5	1	-10	-23	-10	0.0	1	2	0
COc1cccc(C(=O)C2CCCN(Cc3cccc(-n4nc(C)cc4C)c3)C2)c1 (stereo unspecified)	-20	3	17	1	15	1.3	-9	-18	2
Cc1cccc(-c2cnc(C(O)Cc3ccccc3)[nH]2)c1 (stereo unspecified)	2	2	-13	5	-3	0.7	0	2	1
CCC(C)C1C(C#N)=C(N)Oc2n[nH]c(C)c21 (stereo unspecified)	-1	1	-1	7	3	0.3	0	-1	-9
O=C(Nc1ccc(-c2cn3ccsc3n2)cc1)C1CCCC1	3	2	-1	-1	3	0.8	-4	-1	14
O=C1c2ccccc2[C@@H]2C[C@@H](O)[C@H](Nc3ccccc3)CCN12	1	2	8	-9	4	1.1	0	2	15
COc1cc(C(=O)c2cc3c(cc2C)OCO3)cc(OC)c1OC	-12	3	-9	-2	9	1.1	-2	0	-2
COc1ccc(OC)c(NC(=O)C(CCSC)NS(=O)(=O)c2cccs2)c1 (stereo unspecified)	0	3	11	0	9	0.8	-3	-6	9
Cc1ccc(S(=O)(=O)Nc2ccc3c(c2)C(=O)N([C@@H](C)CO)C[C@@H](C)[C@@H](CN(C)CC2CC2)OCCCC[C@@H](C)O3)cc1	1	0	-5	-8	-1	0.2	-1	-1	22
CCOc1ccc(C(=O)NCC(=O)N2CCN(c3ccc(C(F)(F)F)cn3)CC2)cc1	2	4	-16	32*	2	0.4	4	18	8
CCCNC(=O)CCc1c(C)nc2c(c(C)nn2-c2ccc(C)cc2)c1C	-5	1	1	-9	6	1.5	-1	4	17
Cc1cc2cccc(C)c2nc1SCC(=O)NNC(=O)c1ccco1	-3	1	12	-8	13	1.1	-4	-7	16
COc1ccc(-c2[nH]c(-c3cccc(OC)c3)nc2SCC(=O)NCc2ccco2)cc1	-2	8	-9	-5	-6	2.8	-2	7	28
CN(C)c1ccc(NC(=O)CSc2nc3ccccc3c(=O)n2C2CCCCC2)cc1	4	-1	4	-11	4	0.3	-2	7	15

# Next section
Structure	CHRM5 PAM	CHRM4 agonist	CHRM4 antagonist	CHO-K1 Ca antag	CHRM5 antagonist	M1 ag parental	CHRM5 agonist	CHRM4 PAM	CHO-K1 Ca PAM
Cc1ccc(C)c(C2NC(=O)c3ccccc3N2)c1 (stereo unspecified)	4	2	-14	-15	-7	-0.3	-2	-3	5
Cc1cc(C)n(-c2ccc(C(=O)N3CCN(S(=O)(=O)c4ccc(Br)cc4Cl)CC3)cc2)n1	-10	8	1	-10	9	5.5	0	-3	13
CCn1c(C)[n+](CCOCC[n+]2c(C)n(CC)c3cc(Cl)c(Cl)cc32)c2cc(Cl)c(Cl)cc21	3	0	8	-25	0	0.8	-5	-3	7
O=C(Cc1ccccc1)Nn1cnc2ccccc21	5	3	4	-19	0	1.9	3	5	-3
Cc1ccc(S(=O)(=O)NCCC(=O)NCC(=O)Nc2c(C)cccc2C)cc1C	3	1	-10	0	3	0.6	-2	6	18
COc1ccc([C@H]2[C@H](C(=O)OC(C)(C)C)N3N=Cc4ccccc4C3C23C(=O)c2ccccc2C3=O)c(OC)c1 (stereo partly specified)	-2	1	-13	-6	-3	-0.2	-5	-6	10
CC1(C)NC(=O)N(CC(=O)OCC(=O)Nc2cccc(S(N)(=O)=O)c2)C1=O	-9	0	3	-6	9	0.1	-3	1	-3
NC1=NC(=O)/C(=C/c2cc(Br)c(O)c(Br)c2)S1	-3	2	-5	0	11	0.8	-1	-1	-13
Cc1nc(C(=O)NNC(=O)Nc2ccccc2)cs1	0	0	0	0	3	0.4	0	2	-9
Cc1cc2oc(C(=O)Nc3nonc3C)c(C)c2cc1C	1	-1	-4	-20	1	-0.1	3	0	17
COc1cccc(NC(=O)CN2C(=O)NC(CCc3ccccc3)C2=O)c1 (stereo unspecified)	0	2	7	-9	9	1.3	1	0	8
O=C(NC1CCCC1)C(c1ccncc1)N(CCCN1CCOCC1)C(=O)c1ccc(-c2ccccc2)[nH]1 (stereo unspecified)	-3	0	3	5	9	0.0	-3	-1	-13
CC1CCN(C(=O)COC(=O)CCCN2C(=O)c3cccc4cccc(c34)C2=O)CC1	-10	8	5	-6	23	4.5	-1	-11	18
Cc1ccnn1-c1ccc(C(=O)N2CCCN(S(=O)(=O)c3ccc(F)cc3)CC2)cc1	-8	9	-1	-7	-2	2.1	5	-4	-15
O=C(Cn1nc(Cc2ccncc2)c2ccccc2c1=O)N1CCN(C(=O)c2ccco2)CC1	-3	0	-17	-2	-2	-0.5	0	2	10

# (listing goes on)
Structure	CHRM5 PAM	CHRM4 agonist	CHRM4 antagonist	CHO-K1 Ca antag	CHRM5 antagonist	M1 ag parental	CHRM5 agonist	CHRM4 PAM	CHO-K1 Ca PAM
O=C(N/N=C/c1ccc2c(c1)OCO2)c1ccc2c(c1)OCCO2	-6	4	-16	-2	1	1.2	-2	1	6
COc1ccc(NS(=O)(=O)c2ccc(Cl)c(C(=O)O)c2)cc1S(=O)(=O)N1CCCCC1	1	1	2	-16	-6	0.0	0	8	18
CC1CCN(c2ccc(C(=O)OCC(=O)NCCN3C(=O)CSC3=O)cc2[N+](=O)[O-])CC1	-17	16	3	-8	13	13	4	-14	4
CC(C)Nc1ccccc1	-2	2	-11	-12	-5	0.2	2	1	3
Cc1cccc(NC(=O)NCc2ccc3[nH]c(C)cc3c2)c1	0	2	-24	-18	1	0.5	-2	5	7
Cc1ccc(NC(=O)COc2coc(CN3c4ccccc4CC3C)cc2=O)c(C)c1 (stereo unspecified)	2	5	-11	-1	-4	0.3	-1	-1	12
Cc1nonc1OCC(C)(COc1nonc1C)NC(=O)c1ccc(Cl)cc1	-5	0	12	-4	7	3.0	-1	-11	16
COc1ccccc1NS(=O)(=O)c1c(C)[nH]c(C)c1C(=O)N1CCCC1	1	1	8	6	12	0.0	0	-4	11
Cc1ccccc1CC(=O)N1CCCC(CCC(=O)N2CCN(c3ccccn3)CC2)C1 (stereo unspecified)	-1	6	1	-12	3	3.4	-1	-2	15
CCOc1ccc(NC(=S)N=Nc2c(O)[nH]c3ccccc23)cc1	-7	-1	6	2	4	-1.0	-7	-3	-3
Oc1ccc(N=Nc2n[nH]c(-c3ccccc3)n2)cc1	-6	0	14	3	2	-0.1	1	14	-1
Nn1c(SCC(=O)Nc2ccc3c(c2)OCCO3)nncc1=O	5	0	-9	-12	9	0.7	-3	6	7
Cc1ccc(S(=O)(=O)N2CCN(C(=O)c3ccc(-n4cncn4)c([N+](=O)[O-])c3)CC2)cc1	-1	2	-2	-5	6	0.2	-2	3	-5
COc1cc(/C=C/C(=O)OCC(=O)NC(=O)NC2CCCCC2)ccc1OC(F)F	-1	0	5	-5	10	-0.1	-5	2	0
COc1cc(OC)cc(C(=O)NNC(=O)c2cc(S(=O)(=O)N3CCOCC3)ccc2F)c1	6	1	3	-11	8	-0.1	1	1	12

# The results go on.
Structure	CHRM5 PAM	CHRM4 agonist	CHRM4 antagonist	CHO-K1 Ca antag	CHRM5 antagonist	M1 ag parental	CHRM5 agonist	CHRM4 PAM	CHO-K1 Ca PAM
CCOC(=O)c1c(NC(=O)COc2ncnc3sccc23)sc2c1CCC2	6	-1	4	10	-7	2.2	-2	4	8
O=C(Nc1ccc(/C=C/c2nc3ccccc3o2)cc1)c1cccc(C(F)(F)F)c1	0	0	-2	0	-1	0.1	2	-2	-4
COc1ccc(C(=O)c2sc3nc(C)cc(-c4cccs4)c3c2N)cc1	-6	4	11	15	17	5.4	9	-10	-8
O=C(Nc1ccc(F)cc1F)c1sccc1SCc1cccc(C(F)(F)F)c1	-18	0	4	-36	0	-0.4	-2	-11	-13
COc1ccc2[nH]c3c(=O)n(Cc4ccc(C(=O)N5CCCCCC5)cc4)c(=S)[nH]c3c2c1	-10	2	-8	-13	2	0.4	-4	5	-8
O=C(NCc1ccc(F)cc1)c1ccc(NC(=O)C2CCCO2)cc1 (stereo unspecified)	1	1	-3	-14	7	1.5	-2	8	4
